hcDAF-12 act – activators of H. contortus DAF-12 nuclear receptor; activation, % at 6.8 µM; HEK293 hcDAF-12 lit1-tk-luc reporter, luminescence; 0% DMSO, 100% Δ7-dafachronic acid; 370,000 tested, 1.4% active;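 active = activation above the mean of all tested compounds plus 3 SD, cut at about 5.5% in these data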;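 also: 100% = response to 3 µM Δ7-dafachronic acid high control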
NPR1 activator – GC-A (human) enzyme activation; HEK293 GC-A cells, cGMP TR-FRET, EC30 ANP; 0% at EC30 ANP, 100% saturating ANP; activation, % at 10 µM; 370,000 tested, 0.14% active; AID 1671463; P16066; in the data active = activation above about 40%
GC-B act – GC-B (human) receptor activation | 370,000 tested, 0.11% active | activation, % at 10 µM | HEK293-GC-B cells, CNP EC30, cGMP TR-FRET; 0% at EC30 CNP, 100% saturating CNP;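 active = activation at 10 µM reaching about 35% in either raw or pattern-adjusted values, limit read from the data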
ssDAF-12 act – S. stercoralis DAF-12 activation, primary screen; HEK293 ssDAF-12/GRIP1 lit1-tk-luc reporter, luminescence; % of 3 µM dafachronic acid response; activation, % at 6.8 µM; 370,000 tested, 1% active; AID 652126;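 active = activation above the mean over all tested compounds plus 3 SD, cut at about 0.9% in these data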;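 also: 0% = DMSO-only wells and 100% = 3 µM delta7-dafachronic acid wells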
ADAM10 inh – inhibits human ADAM10. recombinant ADAM10, EDANS/DABCYL FRET peptide cleavage, 3 h. inhibition, % at 7 µM. 370,000 tested, 0.62% active;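 active = inhibition above a per-campaign cutoff equal to the mean of compounds falling between control-based bounds plus 3 SD, cut at about 20% in these data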;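 also: 0% = DMSO wells while the 100% control is not disclosed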
Target sequence (O14672 214-748 limits assumed): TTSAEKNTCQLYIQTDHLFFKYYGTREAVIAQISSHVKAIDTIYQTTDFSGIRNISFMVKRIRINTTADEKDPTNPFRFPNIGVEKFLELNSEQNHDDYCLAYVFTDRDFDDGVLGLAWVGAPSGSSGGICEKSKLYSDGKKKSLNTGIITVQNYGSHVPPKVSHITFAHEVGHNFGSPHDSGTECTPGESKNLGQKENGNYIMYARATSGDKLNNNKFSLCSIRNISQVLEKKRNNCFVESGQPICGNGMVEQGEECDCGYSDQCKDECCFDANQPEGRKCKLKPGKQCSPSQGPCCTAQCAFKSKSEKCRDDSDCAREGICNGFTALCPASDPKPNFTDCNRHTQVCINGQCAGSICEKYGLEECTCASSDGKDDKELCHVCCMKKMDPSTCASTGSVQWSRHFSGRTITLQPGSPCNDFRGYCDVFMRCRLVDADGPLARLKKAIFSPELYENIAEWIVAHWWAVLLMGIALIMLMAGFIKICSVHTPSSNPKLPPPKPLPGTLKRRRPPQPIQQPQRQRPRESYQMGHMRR
DAX1 inh-1 – inhibits human nuclear receptor DAX1; inhibition, % at 6.75 µM; 340,000 tested, 0.99% active; P51843; HEK293 Gal4-DAX1 luciferase reporter, luminescence; AID 504766;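 active = inhibition above the mean over all tested compounds plus 3 SD, cut at about 4.2% in these data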;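 also: 0% = DAX1-transfected cells with DMSO and 100% = empty-vector control cells with DMSO; inhibition shows as a rise in luminescence from relieved DAX1 repression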
Target sequence (P51843 207-470 limits assumed): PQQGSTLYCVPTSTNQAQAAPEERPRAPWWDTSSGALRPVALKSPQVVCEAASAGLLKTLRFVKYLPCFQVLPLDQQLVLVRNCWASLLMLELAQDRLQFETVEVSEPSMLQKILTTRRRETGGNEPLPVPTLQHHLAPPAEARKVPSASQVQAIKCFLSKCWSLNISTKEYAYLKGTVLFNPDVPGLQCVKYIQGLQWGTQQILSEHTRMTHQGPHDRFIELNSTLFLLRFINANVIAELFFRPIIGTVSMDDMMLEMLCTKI
DAX1 inh-2 – DAX1 (NR0B1) inhibition, primary screen. 370,000 tested, 1.1% active. AID 652010. inhibition, % at 6.8 µM. HEK293T StAR-luciferase reporter, SF-1/DAX-1 repression relief;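 active = inhibition above the mean over all tested compounds plus 3 SD, cut at about 3.6% in these data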;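 also: 0% = DAX-1 cells with DMSO and 100% = cells lacking DAX-1 with DMSO; higher inhibition means more luminescence from relief of DAX-1 repression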
hgDAF-12 ag – hgDAF-12 agonism, primary luciferase screen; HEK293 GAL4-hgDAF12 UAS-luciferase reporter, agonist luminescence; normalized to butyrate control; activation, % at 6.8 µM; 370,000 tested, 1.8% active;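 active = activation above a cutoff set at the mean of all screened compounds plus 3 SD, cut at about 10% in these data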;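 also: 0% = DMSO wells and 100% = sodium butyrate wells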
sPLA2-III inh – Inhibits HGIII-sPLA2 liposome hydrolysis, primary screen; Q9NZ20; QFRET BODIPY PC-A2 liposome hydrolysis, fluorescence; inhibition, % at 12.2 µM; 370,000 tested, 0.56% active;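 active = inhibition above mean plus 3 SD of compounds lying within the high and low control bounds, cut at about 19% in these data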;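 also: 0% = median of test compound wells and 100% = no enzyme DMSO wells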
GAA850 FXN act – activators of GAA850 frataxin (FXN) promoter; 360,000 tested, 0.56% active; activation, % at 6 µM; HEK293 lucGAA850 FXN promoter luciferase reporter, 24 h; percent of 10 µM SAHA response;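 active = activation above the average of all compounds screened plus 3 SD, cutoff fixed separately per campaign, cut at about 7.5% in these data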;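 also: 0% = DMSO wells and 100% = 10 µM SAHA wells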
SMARCA2 act – increases SMARCA2 function in MMTV reporter cells. MG213 cells, MMTV-luciferase reporter, dexamethasone, overnight. activation, % at 9.1 µM. 370,000 tested, 1% active; in the data active = activation above about 7.8%;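 also: 0% = vehicle wells and 100% = reference activator wells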
* marks the source's active call; other numbers are inactive results. Outcome played no part in choosing rows; about 6.6% have a hit in one of these screens.

COc1ccc(NC(=O)c2cc3cc(C)ccc3n2C)c(OC)c1 was read as hcDAF-12 act 0.0, NPR1 activator -14, GC-B act -2, ssDAF-12 act -1.4, ADAM10 inh -11, DAX1 inh-1 -0.5, DAX1 inh-2 -0.1, hgDAF-12 ag 2.6, sPLA2-III inh -2, GAA850 FXN act -0.9 and SMARCA2 act -3.
For CN(CC(=O)Nc1ccccc1Cl)C(=O)COC(=O)CN1C(=O)NC2(CCCC2)C1=O the results were hcDAF-12 act -0.8, NPR1 activator 0, GC-B act 6, ssDAF-12 act -0.8, ADAM10 inh -10, DAX1 inh-1 0.5, DAX1 inh-2 -1.1, hgDAF-12 ag -2.9, sPLA2-III inh 6, GAA850 FXN act -1.1 and SMARCA2 act -4.
`O=C(/C=C/c1c(F)cccc1Cl)Nc1nn[nH]n1` gave hcDAF-12 act 1.2, NPR1 activator 0, GC-B act -2, ssDAF-12 act 0.0, ADAM10 inh 2, DAX1 inh-1 1.0, DAX1 inh-2 0.7, hgDAF-12 ag 4.8, sPLA2-III inh 7, GAA850 FXN act 2.6 and SMARCA2 act -5.
`O=S(=O)(CCSc1ccccn1)c1nc2ccccc2s1` gave hcDAF-12 act 4.4, NPR1 activator 10, GC-B act 2, ssDAF-12 act -0.1, ADAM10 inh -3, DAX1 inh-1 0.2, DAX1 inh-2 1.1, hgDAF-12 ag 1.0, sPLA2-III inh 0, GAA850 FXN act -3.8 and SMARCA2 act -3.
O=c1cc(N2CCC(Cc3ccccc3)CC2)[nH]c(=O)n1C1CCCCC1 was read as hcDAF-12 act 1.3, NPR1 activator 1, GC-B act 7, ssDAF-12 act -0.9, ADAM10 inh -10, DAX1 inh-1 0.7, DAX1 inh-2 0.1, hgDAF-12 ag 0.8, sPLA2-III inh 0, GAA850 FXN act 0.0 and SMARCA2 act 0.
For Cc1cccc(NC(=O)CSc2nc3c(c(=O)[nH]2)CCC3)c1C the results were hcDAF-12 act -0.1, NPR1 activator -6, GC-B act 0, ssDAF-12 act -1.2, ADAM10 inh 3, DAX1 inh-1 -0.7, DAX1 inh-2 -0.5, hgDAF-12 ag -0.2, sPLA2-III inh -1, GAA850 FXN act 4.6 and SMARCA2 act 0.
Screening O=[N+]([O-])c1ccc(CSc2nnc(-c3cnccn3)o2)cc1 returned hcDAF-12 act -1.2, NPR1 activator -4, GC-B act 0, ssDAF-12 act -1.3, ADAM10 inh 1, DAX1 inh-1 3.8, DAX1 inh-2 -0.1, hgDAF-12 ag -0.8, sPLA2-III inh 4, GAA850 FXN act -3.4 and SMARCA2 act 4.
For O=C(Nc1cccc(F)c1)c1ccc(Cn2cc([N+](=O)[O-])cn2)o1 the results were hcDAF-12 act -1.6, NPR1 activator 2, GC-B act -1, ssDAF-12 act -0.4, ADAM10 inh 2, DAX1 inh-1 0.8, DAX1 inh-2 -0.4, hgDAF-12 ag -2.3, sPLA2-III inh -3, GAA850 FXN act -1.4 and SMARCA2 act -2.
For Cc1ccc(C(=O)C2=C(O)C(=O)N(CCCN(C)C)C23C(=O)N(C)c2ccccc23)o1 (stereo unspecified) the results were hcDAF-12 act 0.2, NPR1 activator 2, GC-B act 1, ssDAF-12 act -1.0, ADAM10 inh -6, DAX1 inh-1 -0.6, DAX1 inh-2 -0.1, hgDAF-12 ag -1.3, sPLA2-III inh 2, GAA850 FXN act -0.5 and SMARCA2 act -1.
`Cc1ccc(NC(=S)N/N=C/c2cccn2Cc2ccccc2F)cc1` gave hcDAF-12 act -1.8, NPR1 activator -13, GC-B act -7, ssDAF-12 act -1.2, ADAM10 inh 2, DAX1 inh-1 -1.2, DAX1 inh-2 0.0, hgDAF-12 ag 1.8, sPLA2-III inh -6, GAA850 FXN act 0.3 and SMARCA2 act -4.
CCOC(=O)COc1nc(-c2ccco2)cc(-c2ccco2)c1C#N was read as hcDAF-12 act -1.6, NPR1 activator -6, GC-B act 3, ssDAF-12 act -1.5, ADAM10 inh inactive, DAX1 inh-2 0.2, hgDAF-12 ag 0.8, sPLA2-III inh -1, GAA850 FXN act 0.8 and SMARCA2 act -1.
Screening Cc1ccc(C)c(CN2CCN(c3ncccn3)CC2)c1 returned hcDAF-12 act -3.0, NPR1 activator 4, GC-B act 6, ssDAF-12 act -0.8, ADAM10 inh 2, DAX1 inh-1 -1.1, DAX1 inh-2 0.0, hgDAF-12 ag -0.5, sPLA2-III inh 11, GAA850 FXN act 3.4 and SMARCA2 act -3.
For CNCCOCC(O)CSc1ccccc1 (stereo unspecified) the results were hcDAF-12 act 1.8, NPR1 activator 2, GC-B act 3, ssDAF-12 act 0.0, ADAM10 inh 9, DAX1 inh-1 1.4, DAX1 inh-2 0.0, hgDAF-12 ag 1.4, sPLA2-III inh 1, GAA850 FXN act 0.3 and SMARCA2 act 1.
For Cc1c(C(=O)/C=C/N(C)C)nnn1-c1ccc(Cl)c(Cl)c1 the results were hcDAF-12 act -2.2, NPR1 activator 6, GC-B act 0, ssDAF-12 act -1.5, ADAM10 inh -7, DAX1 inh-1 1.6, DAX1 inh-2 0.8, hgDAF-12 ag 2.4, sPLA2-III inh -2, GAA850 FXN act 2.5 and SMARCA2 act -5.
CCSCCOC(=O)C1=C(C)NC(=O)NC1c1cc(OC)ccc1OC (stereo unspecified) was read as hcDAF-12 act -1.2, NPR1 activator -7, GC-B act -8, ssDAF-12 act -1.0, ADAM10 inh -2, DAX1 inh-1 -0.3, DAX1 inh-2 -0.2, hgDAF-12 ag 3.2, sPLA2-III inh 3, GAA850 FXN act -2.2 and SMARCA2 act -1.
Cc1onc(-c2ccccc2Cl)c1C(=O)OCC(=O)c1ccc2c(c1)OCCO2 was read as hcDAF-12 act -3.4, NPR1 activator 0, GC-B act -8, ssDAF-12 act -1.4, ADAM10 inh 9, DAX1 inh-1 -2.1, DAX1 inh-2 -1.9, hgDAF-12 ag -5.1, sPLA2-III inh -1, GAA850 FXN act 0.6 and SMARCA2 act -3.
CCOc1cc(N2CCOCC2)c(OCC)cc1NC(=O)CSc1nccc(C)n1 was read as hcDAF-12 act -2.2, NPR1 activator 12, GC-B act 7, ssDAF-12 act -1.6, ADAM10 inh 2, DAX1 inh-1 -0.7, DAX1 inh-2 0.0, hgDAF-12 ag -3.1, sPLA2-III inh 1, GAA850 FXN act 1.3 and SMARCA2 act 1.
Screening CCOCCCNC(=O)C1CCCCN1S(=O)(=O)c1ccc(F)cc1 (stereo unspecified) returned hcDAF-12 act -0.3, NPR1 activator 3, GC-B act 9, ssDAF-12 act -1.8, ADAM10 inh -8, DAX1 inh-1 1.4, DAX1 inh-2 0.5, hgDAF-12 ag 0.9, sPLA2-III inh 2, GAA850 FXN act 0.7 and SMARCA2 act -4.
`COc1ccc2c(CC(=O)OCC(=O)c3ccccc3OC)coc2c1` gave hcDAF-12 act -1.8, NPR1 activator 0, GC-B act -5, ssDAF-12 act -1.0, ADAM10 inh -11, DAX1 inh-1 -1.1, DAX1 inh-2 0.2, hgDAF-12 ag 0.5, sPLA2-III inh -20, GAA850 FXN act -0.7 and SMARCA2 act 0.
CC(C)c1ccc(NC2CCCN(C(=O)c3cc(C(C)C)nc(N)n3)C2)cc1 (stereo unspecified) was read as hcDAF-12 act 1.2, NPR1 activator 1, GC-B act 3, ssDAF-12 act -1.1, ADAM10 inh -17, DAX1 inh-1 0.7, DAX1 inh-2 -0.8, hgDAF-12 ag -1.3, sPLA2-III inh 5, GAA850 FXN act 0.8 and SMARCA2 act 0.
Screening CC(C)(C)c1cc(N)on1 returned hcDAF-12 act -2.1, NPR1 activator 1, GC-B act 4, ssDAF-12 act -1.2, ADAM10 inh -2, DAX1 inh-1 -0.1, DAX1 inh-2 0.7, hgDAF-12 ag -2.2, sPLA2-III inh 8, GAA850 FXN act -1.4 and SMARCA2 act -2.
Cc1ccc(S(=O)(=O)N(CC(=O)NC2CCCC2)c2cccc(C)c2)cc1 was read as hcDAF-12 act -1.9, NPR1 activator -18, GC-B act -7, ssDAF-12 act -1.2, ADAM10 inh 3, DAX1 inh-1 -0.8, DAX1 inh-2 0.0, hgDAF-12 ag -1.0, sPLA2-III inh -5, GAA850 FXN act -2.0 and SMARCA2 act 1.
COCCNC(=O)C(c1ccc(C)o1)N(Cc1cccs1)C(=O)c1snc(C(N)=O)c1N (stereo unspecified) was read as hcDAF-12 act -0.3, NPR1 activator -16, GC-B act -5, ssDAF-12 act -1.4, ADAM10 inh -87, DAX1 inh-1 -1.4, DAX1 inh-2 -0.2, hgDAF-12 ag -1.4, sPLA2-III inh -2, GAA850 FXN act -2.3 and SMARCA2 act 0.
OC[C@@H]1CN(Cc2ccncc2)C[C@H](n2cnc3c(N4CCCC4)ncnc32)O1 was read as hcDAF-12 act -2.0, NPR1 activator 2, GC-B act 5, ssDAF-12 act -0.8, ADAM10 inh -5, DAX1 inh-2 -0.1, hgDAF-12 ag -0.3, sPLA2-III inh 1, GAA850 FXN act -0.3 and SMARCA2 act 0.
O=C(NCc1ccc(Cl)cc1)c1ccc(CNc2c(N3CCOCC3)c(=O)c2=O)cc1 was read as hcDAF-12 act -1.0, NPR1 activator 1, GC-B act -1, ssDAF-12 act -1.7, ADAM10 inh -8, DAX1 inh-1 -1.6, DAX1 inh-2 0.1, hgDAF-12 ag 0.2, sPLA2-III inh -5, GAA850 FXN act 0.7 and SMARCA2 act 3.
For COc1ccc(C(CC(=O)N2CCCC(C)C2)c2c(OC)cc(OC)c3c(-c4ccccc4)cc(=O)oc23)cc1 (stereo unspecified) the results were hcDAF-12 act 0.1, NPR1 activator -3, GC-B act -5, ssDAF-12 act -1.6, ADAM10 inh -6, DAX1 inh-1 0.2, DAX1 inh-2 -0.3, hgDAF-12 ag -0.9, sPLA2-III inh -5, GAA850 FXN act 4.1 and SMARCA2 act -1.
Screening S=c1[nH]nc(-c2ccc(Cl)cc2)n1-c1ccc2c(c1)OCCO2 returned hcDAF-12 act 0.3, NPR1 activator -1, GC-B act -5, ssDAF-12 act -1.1, ADAM10 inh -4, DAX1 inh-1 0.7, DAX1 inh-2 -0.1, hgDAF-12 ag -1.1, sPLA2-III inh 21*, GAA850 FXN act 1.3 and SMARCA2 act -1.
`COc1ccc(OCC(O)CNS(=O)(=O)c2ccc(C)cc2)cc1` (stereo unspecified) gave hcDAF-12 act -1.5, NPR1 activator -4, GC-B act 4, ssDAF-12 act -1.5, ADAM10 inh -6, DAX1 inh-2 -0.2, hgDAF-12 ag -0.5, sPLA2-III inh 2, GAA850 FXN act 0.3 and SMARCA2 act -3.
Screening COc1ccc(C2CC(c3ccc4ccccc4c3)=NN2C(=O)CNC2CCCCC2)cc1 (stereo unspecified) returned hcDAF-12 act -0.5, NPR1 activator -8, GC-B act -10, ssDAF-12 act -2.1, ADAM10 inh -8, DAX1 inh-1 2.6, DAX1 inh-2 0.5, hgDAF-12 ag 4.0, sPLA2-III inh -13, GAA850 FXN act -2.4 and SMARCA2 act -3.
For CSCCC(=O)N1C(C)CCCC1C(=O)O (stereo unspecified) the results were hcDAF-12 act -0.5, NPR1 activator -1, GC-B act -5, ssDAF-12 act -1.3, ADAM10 inh 3, DAX1 inh-1 0.1, DAX1 inh-2 -0.2, hgDAF-12 ag -1.1, sPLA2-III inh -2, GAA850 FXN act -2.6 and SMARCA2 act -2.

Compound activity deposited in PubChem BioAssay by several laboratories.
